Source: PubChem (Broad Institute)
C2C12 statin: suppression of simvastatin myotoxicity. 330,000 compounds, 0.78% hits. rescue of ATP level, % at 7.49 µM. C2C12 myotubes + simvastatin, ATP luminescence, 48 h; scaled: DMSO 0, geranylgeraniol control 100;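 active = mean ATP rescue above about 67%, or every replicate alone reaching that limit, limit read from the data, passing the limit was not always enough; inconclusive = no clear call, values can overlap the other calls; inactive = mean under the limit and some replicate under it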;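 also: myotubes were challenged with 10 µM simvastatin during compound exposure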
LGR2 antag: blocks bursicon-induced cAMP signaling via Drosophila LGR2; HEK293 LGR2, CRE-luciferase, bursicon-stimulated, 4 h; inhibition, % at 9.99 µM; 380,000 compounds, 0.35% hits; AID 720647;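 active = drop in luminescence signal, shown as inhibition above about 50% in the replicate tests, limit read from the data, passing the limit was not always enough; inconclusive = probably only some replicates passing the limit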;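 also: agonist challenge used bursicon conditioned medium at about half maximal strength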
CASP6 VEID inh: inhibitors of human caspase-6. P55212. purified caspase-6, Z-VEID-R110 cleavage fluorescence. inhibition, % at 12.5 µM. 350,000 compounds, 0.53% hits. AID 686996;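 active = mean inhibition across replicates at least about 35%, with every replicate also reaching that limit, limit read from the data; inconclusive = only one of the two criteria met; inactive = neither criterion met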;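 also: 0% = median of neutral control wells and 100% = no fluorescence left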
Target sequence (P55212 24-179 limits assumed): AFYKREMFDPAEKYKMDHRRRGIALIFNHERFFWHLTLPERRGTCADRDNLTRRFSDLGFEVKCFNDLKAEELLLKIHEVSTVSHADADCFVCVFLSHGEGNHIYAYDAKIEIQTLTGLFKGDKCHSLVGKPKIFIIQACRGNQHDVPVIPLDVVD
Target sequence (P55212 194-293 limits assumed): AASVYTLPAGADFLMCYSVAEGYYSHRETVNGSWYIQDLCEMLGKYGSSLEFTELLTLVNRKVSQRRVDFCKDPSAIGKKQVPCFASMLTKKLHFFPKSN
S100A4 inh HTS: inhibitors of human S100A4 binding to myosin IIA peptide; P26447; S100A4/TAMRA-MyoIIA peptide fluorescence polarization; inhibition, % at 10.7 µM; 360,000 compounds, 0.14% hits; AID 652163;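 active = mean inhibition of at least 70% across replicates, with every replicate also reaching that level; inconclusive = mean inhibition reaches 70% but some replicates fall short; inactive = mean inhibition below 70%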
Target sequence (P26447 whole entry, looked up): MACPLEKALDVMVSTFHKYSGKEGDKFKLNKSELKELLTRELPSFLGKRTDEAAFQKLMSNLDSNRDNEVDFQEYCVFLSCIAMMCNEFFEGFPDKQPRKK
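Test system: S100A4 monomer protein; Medium: HEPES pH 7.2 with CaCl2, KCl, NaCl, DTT, Triton; Probe or stimulus: TAMRA-labelled myosin IIA heavy-chain peptide probe, 5 nM; Doses: one dose per compound; Times: polarization read 5 min after assay mix addition, stable 5–60 min; Benchmarks: neutral control DMSO, positive control TFP.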
FN deposition inh: fibronectin deposition inhibition. AH1F fibroblasts, Alexa488-fibronectin deposition fluorescence, overnight. inhibition, % at 12.6 µM. 350,000 compounds, 0.086% hits. AID 743247;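 active = mean inhibition across replicates of 30% or more, regardless of how many single replicates reach that level; inconclusive = mean under 30% yet at least half of replicates reach 30%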;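 also: positive control wells lacked labelled fibronectin entirely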
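Test system: AH1F fibroblast monolayer depositing Alexa488-labelled fibronectin into matrix. Input: 10000 cells per well. Technique: fluorescence, ex 485 nm, em 525 nm. Buffer or medium: DMEM plus 2% serum, read in PBS. Timing: 1 h cell adhesion before compound, then overnight fibronectin incubation. Compound: single dose, pinned. Read-out basis: inhibition from reduced deposited-fibronectin fluorescence.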
esBAF inh: inhibitors of esBAF chromatin remodeling in mouse ES cells; Bmi1-luciferase knock-in reporter, 24 h; 100% = twice the neutral-well signal; reporter increase, % at 12.5 µM; 350,000 compounds, 2% hits; AID 602393; in the data active = activation above about 40%; inconclusive = no clear call, values can overlap the other calls;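 also: 0% = median of the plate's neutral control wells and 100% = double that signal; a rise in the Bmi1 reporter signal indicates esBAF inhibition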
SIRT5 block: inhibitors of human sirtuin-5 desuccinylase. 330,000 compounds, 1.1% hits. inhibition, % at 15 µM. Purified SirT5, succinyl-peptide AMC, trypsin-coupled fluorescence; in the data active = inhibition above about 15%; inconclusive = no clear call, values can overlap the other calls
Target sequence (Q9NXA8 whole entry, looked up): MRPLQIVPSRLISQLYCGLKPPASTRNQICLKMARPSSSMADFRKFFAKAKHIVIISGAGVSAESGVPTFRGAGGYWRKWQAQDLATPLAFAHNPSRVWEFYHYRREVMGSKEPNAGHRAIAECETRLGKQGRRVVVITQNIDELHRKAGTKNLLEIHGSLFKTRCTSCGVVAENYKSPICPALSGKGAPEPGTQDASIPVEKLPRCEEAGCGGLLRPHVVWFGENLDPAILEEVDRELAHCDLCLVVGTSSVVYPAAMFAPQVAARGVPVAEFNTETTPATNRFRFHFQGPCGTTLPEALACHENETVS
Numbers without * were called inactive; ? = inconclusive; . = not tested or not shown.

SMILES | C2C12 statin | LGR2 antag | CASP6 VEID inh | S100A4 inh HTS | FN deposition inh | esBAF inh | SIRT5 block
CC(C)(C)n1nnnc1C(c1ccccc1OC(F)(F)F)N1CCN(C/C=C/c2ccccc2)CC1 (stereo not given) | 1.9 | 1.9 | -2.0 | -13.5 | 0.8 | 3.1 | -0.5
CCCC(=O)Nc1ccc(C(=O)NNC(=S)NC(=O)c2cccs2)cc1 | -19.8 | . | . | . | 2.7 | -2.1 | .
NC(N)=NCCCS(=O)(=O)Nc1ccc(Nc2c3ccccc3nc3cc([N+](=O)[O-])ccc23)cc1 | . | -4.1 | -82.0 | -4.7 | 0.1 | . | 0.6
COc1ccc(S(=O)(=O)n2nc(OC(C)=O)cc2N(C(C)=O)C(C)=O)cc1 | 13.7 | -2.4 | 1.9 | -1.7 | 1.2 | -8.8 | .
O=C(Nc1ccc(OC(F)F)cc1)c1cc(S(=O)(=O)N2CCOCC2)ccc1N1CCCC1 | -3.7 | -3.1 | 0.3 | -3.6 | 0.4 | -3.3 | 4.1
Cc1nccn1-c1ccc(NC(=O)[C@H]2O[C@@H](n3ccc(=O)[nH]c3=O)[C@H](O)[C@@H]2O)cc1 | . | -9.9 | 3.0 | -2.6 | -0.7 | . | -1.3
CC(=O)c1ccc(S(=O)(=O)N2CCCC(N(C)CCc3ccccn3)C2)cc1 (stereo not given) | 11.5 | 11.9 | -4.0 | -0.5 | 8.2 | 4.2 | 1.2
CCOC(=O)C1CCCN(C(=O)c2ccc(Cl)c(S(=O)(=O)N3CCc4ccccc43)c2)C1 (stereo not given) | -0.3 | . | -0.8 | 1.1 | 13.6 | 3.6 | -8.0
COC(=O)[C@H]1C[C@H](OC(=O)NC2CC2)[C@@]2(O)CN(S(=O)(=O)c3ccc(C)cc3)CC2[C@H]1C(=O)OC (stereo not given in full) | -5.4 | -2.6 | -2.7 | -0.2 | 3.2 | 1.3 | -3.5
CCN(CC)S(=O)(=O)c1ccc(S(=O)(=O)NCC2CCCO2)cc1 (stereo not given) | 32.1 | -7.1 | -0.8 | 0.2 | 5.9 | -1.1 | -3.7
O=C(Nc1ccc(OCC(=O)N2CCOCC2)cc1)c1cncc(Br)c1 | . | -1.0 | -0.2 | 2.7 | 6.1 | . | .
C[C@H]1CCCCO[C@H](CN(C)S(=O)(=O)c2ccccc2)[C@@H](C)CN([C@@H](C)CO)C(=O)c2cc(NC(=O)c3ccccc3)ccc2O1 | . | -5.7 | -4.4 | -13.2 | 9.7 | -3.7 | 10.7
N#Cc1cc(N2CCOCC2)nc2ccccc12 | 8.6 | 4.2 | 0.7 | 5.2 | -8.4 | -0.7 | 1.9
COc1ccc(C#Cc2ccc([C@H]3[C@@H](CO)N4CCCCN(C(=O)c5ccncc5)C[C@H]34)cc2)cc1 | -7.2 | -15.4 | 1.0 | -2.3 | . | 10.7 | -2.1
CC(C)=CCCC1=CCC2C(=O)NNC(=O)C2C1 (stereo not given) | -3.4 | . | . | 2.2 | -1.3 | -3.2 | .
N#Cc1ccccc1OCC(=O)NC1CCCCC1 | 2.8 | -44.5 | -1.4 | -1.6 | -16.6 | . | -0.6
Cc1cccc(N(C(=O)c2snc(C(N)=O)c2N)C(C)C(=O)NCC2CCCO2)c1 (stereo not given) | 1.4 | -8.5 | 0.2 | 0.5 | 3.5 | 8.8 | -4.9
COCC#Cc1cnc2c(c1)C(=O)N([C@H](C)CO)C[C@@H](C)[C@@H](CN(C)C(=O)c1cnccn1)O2 | -12.1 | 5.9 | 1.0 | 0.1 | . | -1.8 | 0.5
CCOC(=O)CSc1[nH]c(=O)cc(C)c1C#N | -1.7 | . | . | . | 2.3 | 5.5 | .
O=C(c1cc2c(s1)-c1ccccc1OC2)N1CCN(c2ccccn2)CC1 | 15.0 | 13.6 | 0.4 | -1.6 | 4.0 | -10.2 | 14.4

Part of the list above in another layout.
> Cc1nccn1-c1ccc(NC(=O)[C@H]2O[C@@H](n3ccc(=O)[nH]c3=O)[C@H](O)[C@@H]2O)cc1
- C2C12 statin = .
- LGR2 antag = -9.9
- CASP6 VEID inh = 3.0
- S100A4 inh HTS = -2.6
- FN deposition inh = -0.7
- esBAF inh = .
- SIRT5 block = -1.3
> CC(=O)c1ccc(S(=O)(=O)N2CCCC(N(C)CCc3ccccn3)C2)cc1 (stereo not given)
- C2C12 statin = 11.5
- LGR2 antag = 11.9
- CASP6 VEID inh = -4.0
- S100A4 inh HTS = -0.5
- FN deposition inh = 8.2
- esBAF inh = 4.2
- SIRT5 block = 1.2
> CCOC(=O)C1CCCN(C(=O)c2ccc(Cl)c(S(=O)(=O)N3CCc4ccccc43)c2)C1 (stereo not given)
- C2C12 statin = -0.3
- LGR2 antag = .
- CASP6 VEID inh = -0.8
- S100A4 inh HTS = 1.1
- FN deposition inh = 13.6
- esBAF inh = 3.6
- SIRT5 block = -8.0

(next part)
SMILES | C2C12 statin | LGR2 antag | CASP6 VEID inh | S100A4 inh HTS | FN deposition inh | esBAF inh | SIRT5 block
O=C(CSc1nnc(-c2ccc(S(=O)(=O)N3CCCC3)cc2)o1)NCC1CCCO1 (stereo not given) | . | 2.7 | -1.2 | 2.7 | 5.8 | . | 0.7
CCc1ccc2nc3sc(C(=O)O)cc3cc2c1 | . | -7.2 | 4.1 | -6.8 | . | . | 10.0
CCOc1ccc(OCCC(=O)OCC(=O)Nc2ccc3c(c2)OCCO3)cc1 | . | 18.1 | 0.9 | 0.1 | 2.1 | . | 2.1
CSCCC(NS(=O)(=O)/C=C/c1ccccc1)C(=O)NCCc1ccc(S(N)(=O)=O)cc1 (stereo not given) | 8.4 | -2.3 | 1.1 | -3.4 | 0.6 | 0.1 | -0.8
O=S(=O)(c1cc(F)ccc1F)N1CCC2(CC1)OCCN2S(=O)(=O)c1ccccc1 | 2.5 | -1.9 | 3.9 | 0.7 | 2.3 | -5.9 | 1.6
Cc1cc(NC(=O)C23CC4CC(C2)CC(n2cnc([N+](=O)[O-])n2)(C4)C3)no1 | 4.5 | -11.8 | 46.9* | -2.8 | 1.6 | -7.0 | 0.0
O=C(Nc1ccc(F)cc1)N1C[C@@H]2[C@H](c3ccccc31)[C@H](CO)N2Cc1cocn1 | 20.2 | 1.1 | -1.3 | -10.3 | . | 8.3 | 0.2
Cc1noc(C)c1NC(=O)N(C)C[C@@H]1OCCCC[C@@H](C)Oc2ccc(NS(=O)(=O)c3cn(C)cn3)cc2C(=O)N([C@H](C)CO)C[C@@H]1C | ? | -8.5 | . | . | . | -1.7 | .
Cc1noc(C)c1NC(=O)N(C)C[C@H]1Oc2c(NC(=O)Nc3ccc(F)cc3)cccc2C(=O)N([C@@H](C)CO)C[C@H]1C | 29.4 | 0.3 | -0.4 | 4.5 | . | -0.6 | -3.3
CN(C)S(=O)(=O)c1ccc(NC(=O)CN2C(=O)NC3(CCCC3)C2=O)cc1 | -18.8 | 7.3 | 0.5 | -18.9 | -3.7 | -3.0 | 5.2
O=C(NC(=S)Nc1ccc2oc(=O)ccc2c1)c1cccc(F)c1 | 15.9 | 12.2 | 0.0 | 14.4 | 2.8 | 18.3 | -3.2
Cc1noc(C)c1NC(=O)Nc1ccc2c(c1)C(=O)N([C@@H](C)CO)C[C@H](C)[C@H](CN(C)Cc1ccncc1)OCCCC[C@H](C)O2 | . | -1.7 | -0.9 | 5.6 | . | 1.0 | -3.8
COC(=O)C[C@@H]1CC[C@H]2[C@@H](COc3ccc(NC(=O)Nc4ccc(C#N)cc4)cc3C(=O)N2C)O1 | -15.7 | -5.7 | -0.8 | -2.5 | -0.9 | 1.8 | 0.3
Cc1ccc(NC(=O)CS(=O)CC(=O)N(C(C)C(=O)NC2CCCCC2)C(C)(C)C)cc1 (stereo not given) | -0.6 | -11.1 | -2.2 | 0.5 | 0.4 | 4.7 | -2.9
C/C=C/c1ccc2c(c1)O[C@@H](CN(C)C(C)=O)[C@@H](C)CN([C@H](C)CO)S2(=O)=O | 9.2 | -13.0 | -0.1 | 4.4 | 9.8 | -5.0 | 0.1
CC1CCN(C(=O)Cn2cc(C(=O)c3ccco3)c3ccccc32)CC1 | -6.7 | . | . | . | -2.4 | 4.9 | .
COC(=O)c1sccc1NC(=O)CC1C(=O)NCCN1C(=O)Nc1ccc(C(F)(F)F)cc1 (stereo not given) | -8.0 | 2.3 | 2.3 | 1.8 | -3.8 | 0.0 | .
CCN(C(=O)COC(=O)Cn1cnc2c1c(=O)n(C)c(=O)n2C)C1CCS(=O)(=O)C1 (stereo not given) | 3.1 | 5.3 | -5.3 | -3.0 | -5.8 | 0.3 | -1.8
O=C(CSc1ccc(-c2cccnc2)nn1)N1CCCCCC1 | 0.2 | 4.7 | -0.1 | -2.5 | . | -3.8 | 0.9
Cc1cc(NC(=O)Nc2cccc(C)c2C)no1 | -5.6 | 4.4 | 1.3 | 2.6 | -3.9 | -0.4 | -0.2
OCC[C@@H]1C[C@H](O)[C@@H](O)[C@]2(OCc3cc(C(F)(F)F)ccc32)O1 | -7.2 | -1.3 | 0.3 | 5.2 | -3.5 | -1.7 | -3.6
Cc1ccc(NC(=O)/C(=C\c2ccccc2)NC(=O)/C=C/c2ccccc2)cc1 | 8.7 | . | . | . | -0.2 | 20.8 | .
COc1ccc(C(=O)/C=C2/C(=O)Nc3ccccc32)cc1 | 24.1 | -6.7 | -2.1 | -6.0 | -3.7 | -14.9 | 1.5
Cc1ccc(S(=O)(=O)Nc2cccc3c2O[C@@H](CN(C)C(=O)Nc2cccc4ccccc24)[C@H](C)CN([C@@H](C)CO)C3=O)cc1 | 30.1 | 7.9 | . | . | . | 13.3 | .
COc1cc(OC)c(C=O)c(OC(=O)N2CCOCC2)c1 | -8.0 | 8.8 | 1.3 | -2.4 | -0.7 | -9.5 | -4.7
O=C(c1cccnc1Cl)N(Cc1ccccc1)Cc1ccccc1 | . | . | 0.6 | -0.4 | -5.7 | . | -3.6
COc1cc(CNc2nc3c(C)cc(C)cc3s2)ccc1O | -4.0 | -6.3 | 12.6 | -3.6 | 4.8 | 3.4 | -1.0
C=CC[C@H](CC(=O)N[C@H](CO)Cc1ccccc1)C(=O)N[C@H](COC(=O)[C@@H](CC=C)CC(=O)OC(C)(C)C)Cc1c[nH]c2ccccc12 | -2.0 | -0.6 | 2.2 | 4.3 | -16.0 | 5.4 | -3.0
CCOc1ccccc1CN1CCC(n2nccc2NC(=O)CCc2ccccc2)CC1 | 12.8 | -12.3 | 0.8 | -3.0 | 6.5 | 8.0 | -3.0
CC1CCCCC1NC(=O)COC(=O)c1ccc2c(c1Cl)C(=O)c1ccccc1C2=O (stereo not given) | -15.3 | -7.1 | -2.2 | 4.1 | 4.0 | -2.0 | -0.3
C[C@H]1CN([C@@H](C)CO)C(=O)c2cccc(NS(=O)(=O)c3ccc(F)cc3)c2O[C@@H]1CN(C)Cc1ccc(-c2ccccc2)cc1 | 8.6 | 0.1 | . | -17.1 | 2.9 | 11.2 | 6.3
CCCC(=O)Nc1ccc2c(c1)OC[C@@H](C)N(CCc1ccccc1)C[C@@H](C)[C@@H](OC)CN(C)C2=O | 15.1 | 7.5 | . | . | 4.7 | -3.7 | .
c1cc(-c2ccc3nncn3c2)ccc1CN1CCOCC1 | 15.3 | 6.6 | 0.8 | -3.4 | -2.2 | 2.4 | 12.4
O=C(C[C@@H]1CC[C@H](NS(=O)(=O)c2ccc(F)cc2)[C@@H](CO)O1)NC1CCCCC1 | 7.5 | 2.4 | -1.6 | 20.7 | 2.1 | 4.2 | 0.1
COC(=O)c1ccc(CN(c2ccccc2Cl)S(C)(=O)=O)cc1 | -0.8 | -7.6 | 1.3 | 6.3 | . | -1.8 | -3.2
O=C(NNCc1ccccc1)c1ccccn1 | -9.1 | -30.2 | 1.0 | -4.4 | 0.5 | 5.1 | -0.8

This is a subset; rates above refer to the full screens.
